Bioassay records from PubChem BioAssay.
Luc counter = blocks Kinase-Glo luciferase, a counter-screen artifact | Q27757 | Kinase-Glo luciferase, ATP luminescence, 8 min | Potency, µM (highest dose often 38.3 µM), inactives show at the top dose activity change, negative = inhibition, actives largely listed as inhibitors | 200,000 tested, 0.28% active; further: on the % scale 0 is the no-effect control and ±100 the full control effect; nearly all actives have a fitted effect of over 60% in size
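Light output from Kinase-Glo luciferase with luciferin and 10 uM ATP in 50 mM imidazole pH 7.2, KCl, MgCl2, Tween 20, BSA; compound pin-delivered, 8-min ambient incubation, then luminescence read.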
Tau fibril ThT = inhibitors of human tau fibril formation, thioflavin T binding | recombinant tau K18 P301L, heparin-induced fibrillization, ThT fluorescence | Potency, µM (top dose mostly 57.4 µM), inactives show top-dose activity, negative = inhibition, hits mostly inhibitors | 270,000 tested, 2.1% active; further: on the % scale 0 is the no-effect control and ±100 the full control effect; nearly all actives have a fitted effect of over 55% in size
Target sequence (P10636 561-689 P618L limits assumed): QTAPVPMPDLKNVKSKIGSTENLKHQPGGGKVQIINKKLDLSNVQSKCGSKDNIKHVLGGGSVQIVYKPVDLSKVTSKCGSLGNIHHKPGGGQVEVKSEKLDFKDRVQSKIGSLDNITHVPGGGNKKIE
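ThT emission at 510 nm, taken 1 hr after adding 30 uM dye, quantifies aggregates formed when 20 uM heparin acts on human tau K18 P301L for 6 hr at 37 C.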
L3MBTL1 block = L3MBTL1 (human) inhibition. Q9Y468. AlphaScreen L3MBTL1–H3K9me1 peptide binding. Potency, µM (top dose mostly 57.1 µM), inactives show at the top dose activity, negative = inhibition, most hits filed as inhibitors. 230,000 tested, 0.66% active. AID 485360; further: on the % scale 0 is the no-effect control and ±100 the full control effect; nearly all actives have a fitted effect of over 60% in size
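Read-out is AlphaScreen signal from streptavidin donor and nickel chelate acceptor beads (10 ug/mL final each) bridging L3MBTL1 (50 nM) and biotinylated K9-monomethylated H3(1-15) peptide (75 nM), after 30 min compound exposure at room temperature.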
RECQ1 helicase = blocks DNA unwinding by human RECQ1 | RECQ1 DNA unwinding, red fluorescence kinetic read | 240,000 tested, 0.54% active | Potency, µM (highest dose often 57.3 µM), without a hit: at the top dose activity, negative = inhibition, usual class: inhibitors | P46063 | AID 2549;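 further: plate controls were vehicle for no effect and no enzyme for full effect; nearly all actives have a fitted effect of over 30% in size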
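50 nM RECQ1T1 preincubated 15 min with compound in Tris pH 8.0 buffer with MgCl2, DTT, Tween-20 and 2.5 ug/ml poly(dI-dC); started with 200 nM TAMRA/BHQ-2 forked duplex and 2 mM ATP. Unwinding read as fluorescence (525/598 nm), two reads 2 h apart.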
JMJD2E inh = JMJD2E (human) inhibition; B2RXH2; JMJD2E catalytic domain, FDH-coupled NADH fluorescence (FDH is formaldehyde dehydrogenase); Potency, µM (doses to about 57.1 µM), inactives show top-dose activity change, negative = inhibition, most hits filed as inhibitors; 230,000 tested, 1.6% active; active means well fitted inhibition curve with a large enough effect, not every such curve was filed as active; inconclusive means small, poorly fitted or top-dose-only effect, or another doubt; inactive means no such curve, though single readings can be large or run the other way;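 further: 0% = wells with enzyme and -100% = buffer wells without enzyme; nearly all actives have a fitted effect of over 50% in size; many of its hits are not listed in these tables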
Target sequence (B2RXH2 1-337 limits assumed): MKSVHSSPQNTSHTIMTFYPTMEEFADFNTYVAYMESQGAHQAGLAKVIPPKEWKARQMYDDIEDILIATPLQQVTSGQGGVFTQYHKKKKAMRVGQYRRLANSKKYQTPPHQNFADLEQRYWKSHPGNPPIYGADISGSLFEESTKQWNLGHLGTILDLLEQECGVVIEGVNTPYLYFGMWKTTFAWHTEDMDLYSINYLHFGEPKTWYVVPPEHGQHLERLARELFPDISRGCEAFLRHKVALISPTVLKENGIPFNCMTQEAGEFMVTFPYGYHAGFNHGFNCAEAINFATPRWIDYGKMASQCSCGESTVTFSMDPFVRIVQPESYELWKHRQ
ALDH1A1 block = ALDH1A1 (human) enzyme inhibition. Purified ALDH1A1, NADH fluorescence, propionaldehyde substrate. Potency, µM (titrated, usually from 75.3 µM), inactives show at the highest dose activity, negative = inhibition, actives largely listed as inhibitors. 220,000 tested, 7.3% active. AID 1030; active means well fitted inhibition curve with a large enough effect, not every such curve was filed as active; inconclusive means small, poorly fitted or top-dose-only effect, or another doubt; inactive means no such curve, though single readings can be large or run the other way;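 further: plate controls were no enzyme wells and a reference inhibitor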
Target sequence (P00352 whole entry, looked up): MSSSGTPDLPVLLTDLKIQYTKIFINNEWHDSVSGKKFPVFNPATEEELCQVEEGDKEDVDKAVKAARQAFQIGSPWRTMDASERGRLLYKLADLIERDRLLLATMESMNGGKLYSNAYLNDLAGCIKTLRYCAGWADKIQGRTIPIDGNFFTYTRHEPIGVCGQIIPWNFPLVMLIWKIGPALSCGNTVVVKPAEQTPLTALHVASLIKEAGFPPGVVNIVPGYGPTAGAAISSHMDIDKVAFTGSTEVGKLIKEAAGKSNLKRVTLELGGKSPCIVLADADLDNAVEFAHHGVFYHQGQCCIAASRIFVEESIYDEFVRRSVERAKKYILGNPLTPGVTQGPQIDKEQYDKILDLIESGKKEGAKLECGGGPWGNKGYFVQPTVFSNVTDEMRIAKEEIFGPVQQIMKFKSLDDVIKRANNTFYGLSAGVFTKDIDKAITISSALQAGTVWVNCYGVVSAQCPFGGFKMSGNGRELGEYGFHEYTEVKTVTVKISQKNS
Lamin A splicing = LMNA splicing modulation; Potency, µM (top dose mostly 46.1 µM), for the others: top-dose ratio change, negative = inhibition, hits mostly inhibitors; 200,000 tested, 0.01% active; HeLa LMNA splicing GFP/RFP minigene ratio, 48 h; active means well fitted inhibition curve with a large enough effect in the signal ratio, with a control signal flat, not every such curve was filed as active; inconclusive means small, poorly fitted or top-dose-only effect, or effect the other way, or a change in a side signal; the % refers to the signal ratio; further: on the % scale 0 is the no-effect control and ±100 the full control effect
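S3 HeLa cells stably expressing lamin A-EGFP splicing minigene plus DsRed2, 600 cells/well, 48 h compound exposure at 37C. Laser-scanning cytometry; analysed as GFP (500-530 nm)/RFP (575-640 nm) total intensity ratio; 0.5% DMSO vehicle.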
SMN2 splice enh = increases expression of the SMN2 splice variant. HEK293 SMN2-luciferase splicing reporter, luminescence, 30-36 h. Potency, µM (highest dose often 46.1 µM), for the others: top-dose activity change, positive = activation, usual class: activators. 210,000 tested, 2.8% active. AID 1458; further: % of control where 0% means no effect; nearly all actives have a fitted effect of over 55% in size
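HEK293 cells carry an SMN2 […]–luciferase reporter in which exon 7 inclusion puts luciferase in frame. Cells were plated 10-12 h before compound addition, then incubated 30-36 h at 37C. ONE-Glo luminescence was read; sodium butyrate at 4.5 mM final served as control.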
Active calls of the source: *; i = inactive; ? = inconclusive; . = not tested or not shown; & = joins results of further samples; [ ] = remark or other dose. Unless noted, the call rests on the fitted dose curve; in most records, active means well fitted curve in the direction sought with a large enough effect; inconclusive means small, poorly fitted or top-dose-only effect, or another doubt; inactive means no such curve, though single readings can be large; an effect the other way counts as inactive or inconclusive. Potency means the concentration at half of the fitted maximal effect.

smiles	Luc counter	Tau fibril ThT	L3MBTL1 block	RECQ1 helicase	JMJD2E inh	ALDH1A1 block	Lamin A splicing	SMN2 splice enh
COc1ccc(CSc2nnc(Cc3sc(-c4ccccc4)nc3-c3ccccc3)o2)cc1	0%	-14%	11%	9%	-4%	-3%	0%	-19%
CC(=O)C1=C(C)NC(C)=C(C(C)=O)C1c1ccccc1	-1%	1%	1%	i	2%	2%	10%[46 µM]	-2%
Cc1ccccc1Cn1c(=O)sc2ccccc2c1=O	0%	5%	80%[activator]	-4%	-17%	?	9%[46 µM]	-10%
CN(C)C(=O)CN1CCN(C(=O)CCl)CC1	-1%	-5%	.	1%	-7%	2.8µM*	.	-24%
COc1ccc(-c2[nH]c3ccccc3c2SCCNC(=O)c2ccccc2)cc1	0%	-1%	-17%	-8%	3%	?	?	-49%[inhibitor]
Fc1cccc(Cl)c1CNn1cn[nH]c1=S	1%	-11%	1%	5%	-9%	-11%	4%[46 µM]	0%
O=S(=O)(NCc1cccs1)NCc1ccccc1F	2%	4%	-11%	-3%	-6%	-5%	13%[46 µM]	4%
Clc1ccc(SCc2nc3ccccc3[nH]2)cc1	-20%	0%	-7%	2%	5%	-7%	16%	11%
COc1ccccc1N1CCN(C(=O)c2oc3ccccc3c2C)CC1	0%	9%	10%	i	3%	10%	-5%	24%
CCC1CCCCN1C(=O)CCc1nnc(C2CCCCC2)o1 (configuration not stated)	0%	5%	50%[activator]	5%	0%	-9%	.	.
O=C(Cc1coc(-c2ccc(F)cc2)n1)NCc1ccccc1	2%	-4%	.	-1%	-2%	2%	27%	.
CCc1nn(CC(=O)NCCN2CCN(C)CC2)c(=O)c2cc3occc3n12	-1%	10%	32%[activator]	2%	-1%	5%	2%	-15%
Cc1cc(OCC(O)CN2C(C)CCCC2C)ccc1C(C)C (configuration not stated)	-1%	8%	-30%	11%	-3%	-2%	.	-84%[inhibitor]
O=S(=O)(c1ccc(N2CCCC2)cc1)C(F)(F)F	0%	0%	0%[11.4 µM]	1%	0%	-1%	?	-49%[inhibitor]
CN(Cc1ccccc1)C(=S)Nc1ccc(OC(F)F)cc1	0%	11%	-5%	7%	-1%	-11%	?	-2%
O=C(CN1CCC(n2nnc3cc(C(F)(F)F)ccc32)CC1)N1CCc2ccccc21	-3%	-21%	-1%	-3%	6%	2%	6%	-25%
OCCN(CCO)c1nc2ccccc2[nH]1	.	-9%	16%	-12%	0%	.	.	.
O=C(Cn1nc(-c2ccccc2)ccc1=O)NCC1COCCO1 (configuration not stated)	1%	10%	7%	i	?	6%	-9%	7%
NC(=O)c1ccc(NC(=O)COC(=O)CCc2ccc(S(=O)(=O)N3CCCCC3)cc2)cc1	.	2%	.	-1%	-20%	6%	.	.
COc1ccc(C(=O)/C=C/c2ccc(F)cc2)c(OC(=O)c2ccc([N+](=O)[O-])cc2)c1	2%	10µM*	-11%	?	1%	?	?	4%
CCN(Cc1ccccc1)C(=O)c1ccc(SC)cc1OC	-3%	-9%	-3%	-8%	-7%	5%	?	.
Cn1c(CN2CCOCC2)nnc1SCC(=O)Nc1ccc2c(c1)OCCO2	0%	6%	-2%[11.4 µM]	i	5%	-11%	1%	8.9µM*
COC(=O)Nc1ccc(S(=O)(=O)Nc2cnc3ccccc3n2)cc1	0%	-8%	11%[11.4 µM]	i	-3%	-2%	.	-16%
Cc1ccc(C(=O)NCc2n[nH]c(=S)n2-c2ccccc2)cc1[N+](=O)[O-]	0%	-2%	.	-4%	-4%	?	.	-24%
CC(C(=O)Nc1ccccc1)N(C)CCOc1ccc(Br)cc1 (configuration not stated)	3%	-16%	33%[activator]	i	-9%	?	.	-39%[inhibitor]
CC1=C(C#N)CCC(=O)N1Cc1c(C)cc(C)cc1C	-4%	-1%	7%	-1%	10%	7%	3%	3%
Cc1nc(NC2CCCCC2)c2nc(-c3ccccc3)n(CC3CCN(C)CC3)c2n1	1%	-12%	.	-2%	?	?	.	0%
COc1cc(-c2nc3cnccn3c2Nc2ccc(C(C)C)cc2)ccc1O	20%	-8%&-11%	.	i	?	6%	?	-9%
COc1ccc(C2c3[nH]c4ccccc4c3CCN2CCCn2cccn2)cc1C (configuration not stated)	-8%	-20%	?	9%	?	-9%	.	.
O=C(CN1CCN(C(=O)c2ccco2)CC1)Nc1ccc(Cl)c(S(=O)(=O)N2CCOCC2)c1	11%	-2%	.	-6%	-12%	?	?	-45%[inhibitor]

Additional results follow.
smiles	Luc counter	Tau fibril ThT	L3MBTL1 block	RECQ1 helicase	JMJD2E inh	ALDH1A1 block	Lamin A splicing	SMN2 splice enh
COC(=O)C1=C(C(=O)c2ccc(C)cc2)C(c2ccc(OC)c(OC)c2)n2nnnc2N1 (configuration not stated)	3%	-15%	.	-3%	-8%	-3%	-7%	-7%
CSc1nc2c(c(=O)[nH]1)C(c1ccc(Cl)cc1)CC(=O)N2 (configuration not stated)	2%	7%	5%	1%	3%	9%	-3%[46 µM]	18%
CCC/C=C(\CCC)C(NC(=O)c1cccs1)c1ccc(C(F)(F)F)cc1 (configuration not stated)	-5%	-9%	.	-2%	16%	2%	.	-15%
NC(=S)N=Nc1c(O)[nH]c2ccc(F)cc12	0%	?	-6%	-12%	7%	?	-5%	2%
CCOC(=O)c1c(NC(=O)CNC2CCCCC2)sc(C)c1C	-2%	-16%	53%[activator]	i	-7%	?	.	-23%
CN(C)C(=O)NC1C=CS(=O)(=O)C1 (configuration not stated)	2%	5%	-7%	-2%	-18%	-7%	?	13%
O=C(CN(CCCN1CCOCC1)C(=O)Cn1nnc(-c2ccc(F)cc2)n1)NC1CCCCC1	-3%	-1%	5%	i	-1%	5%	?	-9%
COc1cc(/C=N/n2c(-c3ccccc3)n[nH]c2=S)cc(OC)c1OC	.	-8%	-6%	0%	-17%	.	.	.
CCOC(=O)c1cnc(SC)nc1Oc1cccc(NC(=O)c2ccc(C)cc2)c1	17%	9%	23%	-2%	-1%	9%	-4%	-21%
CCOCC(=O)Nc1ccc([N+](=O)[O-])cc1OC	1%	0%	8%	i	-7%	?	4%[46 µM]	-14%
COc1ccc(OC)c(NC(=O)COC(=O)CSc2ccc(Cl)cc2)c1	-2%	-9%	2%	-8%	-1%	-6%	-15%	-18%
O=C1CN(C(=O)CSc2nnnn2-c2ccc(Cl)cc2)c2ccccc2N1	-1%	-7%	0%	i	7%	-11%	?	-12%
COc1ccc(NC(=O)C2(c3cccs3)CCOCC2)cc1	-2%	-9%	12%	i	3%	7%	22%[46 µM]	9%
C=CCn1c(SCC(=O)Nc2ccc3c(c2)OCCO3)nnc1-c1ccco1	-4%	-11%	-7%	-6%	1%	?	6%	-12%
CCN(c1cccc(C)c1)S(=O)(=O)c1cnc[nH]1	-2%	-10%	.	i	2%	8%	6%	16%
CC(C)NC(=O)N1CCCC2(CCN(S(=O)(=O)c3ccccc3)CC2)C1	-1%	.	.	i	.	-4%	.	1%
CC1CCCN(C(=O)CNC(=O)Cn2ccc3ccccc3c2=O)C1 (configuration not stated)	8%	11%	-3%	-3%	-7%	?	12%	-25%
Cc1nnc(N/N=C/c2cccs2)[nH]c1=O	.	-12%	15%	i	-8%	.	.	.
O=C(CCc1nc2ccccc2c(=O)[nH]1)OCc1ccc(Cl)cc1Cl	-2%	-3%	3%	-1%	?	13%	1%	-3%
CN(Cc1ccc(Cl)cc1)C(=O)CCl	.	3%	.	i	-4%	0.5µM*	.	.
CCNC(=O)CSc1nc2ccccc2c(=O)n1-c1cc(OC)ccc1OC	-1%	-9%	2%	6%	-1%	4%	5%	-7%
CCOCCCNC(=O)c1cc2sc(Cl)cc2n1CC	2%	-12%	-21%[11.4 µM]	i	0%	-5%	-14%	25%
O=S1(=O)C=CC(Nc2ccccc2)C1 (configuration not stated)	-1%	-7%	0%	?	-2%	13%	-6%	?
O=C(O)c1ccc(CNC(=O)c2ccc(C(F)(F)F)cc2)cc1	11%	7%	.	-2%	3%	3%	9%[9.22 µM]	-13%
CCOC(=O)CSc1n[nH]c(-c2cccnc2)n1	-1%	-4%	0%	9%	6%	3%	-2%	15%
Cc1onc(-c2ccccc2Cl)c1C(=O)OCC(=O)c1c(N)n(C)c(=O)n(C)c1=O	1%	7%	-1%	-4%	-18%	-5%	5%[46 µM]	-2%
CCCC/C=C/C(NC(=O)c1ccco1)c1ccccc1 (configuration not stated)	-11%	-7%	.	-3%	?	3.5µM*	.	-26%
Cc1ccccc1-c1nnn(CC(=O)Nc2ccc3c(c2)OCO3)n1	2%	-5%	-6%	i	4%	-2%	13%[46 µM]	-2%
O=C(C1CC1)N1CCc2cc(Br)cc(S(=O)(=O)NCc3ccco3)c21	-5%	?	-6%	-2%	2%	2µM*	8%	?
CC1CCN(C(=O)c2ccc(N3C(=O)C4CCC(C)CC4C3=O)cc2)CC1 (configuration not stated)	.	-2%	6%	-13%	-4%	.	.	.

Going on with the list:
smiles	Luc counter	Tau fibril ThT	L3MBTL1 block	RECQ1 helicase	JMJD2E inh	ALDH1A1 block	Lamin A splicing	SMN2 splice enh
O=c1[nH]c(CN2CCN(S(=O)(=O)/C=C/c3ccccc3)CC2)nc2ccccc12	0%	-2%	-3%	i	2%	-1%	?	0%
CCn1c(SCC(=O)N2CCCc3ccccc32)nnc1-c1ccoc1C	0%	-13%	-5%	1%	4%	-5%	-13%	-29%
COc1cccc(N(CC(=O)N2CCN(C)CC2)S(=O)(=O)c2ccccc2)c1	-2%	-8%	-3%	2%	4%	?	2%	-17%
Cc1oc2ccc(OS(C)(=O)=O)cc2c1C(=O)OC(C)C	-4%	-8%	.	2%	-1%	?	.	-31%[inhibitor]
O=C(O)CCNS(=O)(=O)c1ccccc1	-4%	2%	5%	-2%	7%	10%	-1%	17%
COc1ccc(CN2C(=O)c3ccccc3C2C(=O)NC2CCCC(C)C2C)c(OC)c1 (configuration not stated)	-1%	-22%	.	3.2µM*	-1%	-4%	?	5%

This is a subset; the hit share may differ from the screen's.
